Bioassay records (PubChem)
M5 antag: CHRM5 antagonism in calcium assay | CHO-hM5 cells, Fluo-8 calcium fluorescence, ACh EC80 | AID 624040 | 360,000 compounds, 0.59% hits | inhibition, % at 3 µM | P08912;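 active = inhibition above a per-plate cutoff, the mean of that plate's test compounds plus 3 SD, cut at about 27% in these data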;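 also: 0% = acetylcholine EC80 with DMSO and 100% = DMSO without agonist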
Target sequence (P08912 whole entry, looked up): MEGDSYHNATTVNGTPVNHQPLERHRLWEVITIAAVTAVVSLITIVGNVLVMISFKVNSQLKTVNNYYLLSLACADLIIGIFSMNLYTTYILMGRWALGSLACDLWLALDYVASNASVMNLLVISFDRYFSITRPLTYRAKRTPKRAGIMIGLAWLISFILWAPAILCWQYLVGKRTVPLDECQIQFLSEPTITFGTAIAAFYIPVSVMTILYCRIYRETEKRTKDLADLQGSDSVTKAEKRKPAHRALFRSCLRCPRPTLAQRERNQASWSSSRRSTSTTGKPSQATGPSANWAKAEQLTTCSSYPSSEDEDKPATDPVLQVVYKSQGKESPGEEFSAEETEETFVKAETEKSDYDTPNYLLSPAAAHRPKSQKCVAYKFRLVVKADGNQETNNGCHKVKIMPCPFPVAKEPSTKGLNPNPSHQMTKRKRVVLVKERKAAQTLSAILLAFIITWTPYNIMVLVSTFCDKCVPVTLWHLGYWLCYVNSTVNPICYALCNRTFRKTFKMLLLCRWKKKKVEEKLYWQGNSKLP
M1 ag parental: counter-screen for M1 agonists: effect in parental CHO-K1 cells; Fluo-8 calcium fluorescence; scaled to maximal ATP response, vehicle zero; activation, % at 3 µM; 360,000 compounds, 0.48% hits; AID 602248; in the data active = activation above about 15%;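 also: untransfected CHO-K1 host cells lacking M1 receptor as counterscreen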
CHO-K1 Ca antag: counter-screen for M1 antagonists: effect in parental CHO-K1 cells | ATP-induced calcium, Fluo-8 fluorescence | inhibition, % at 3 µM | 360,000 compounds, 0.6% hits;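 active = inhibition above a per-plate cutoff, the plate's mean sample inhibition plus 3 SD, cut at about 24% in these data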;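 also: 0% = DMSO plus EC80 ATP and 100% = DMSO alone without ATP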
CHRM4 antagonist: CHRM4 antagonism in calcium assay; AID 624125; 360,000 compounds, 0.73% hits; inhibition, % at 3 µM; P08173; CHO-hM4 cells, ACh EC80, Fluo-8 calcium fluorescence;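 active = inhibition above its plate's cutoff, the mean inhibition of sample wells plus 3 SD, cut at about 27% in these data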;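 also: 0% = acetylcholine EC80 with DMSO and 100% = DMSO without agonist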
Target sequence (P08173 whole entry, looked up): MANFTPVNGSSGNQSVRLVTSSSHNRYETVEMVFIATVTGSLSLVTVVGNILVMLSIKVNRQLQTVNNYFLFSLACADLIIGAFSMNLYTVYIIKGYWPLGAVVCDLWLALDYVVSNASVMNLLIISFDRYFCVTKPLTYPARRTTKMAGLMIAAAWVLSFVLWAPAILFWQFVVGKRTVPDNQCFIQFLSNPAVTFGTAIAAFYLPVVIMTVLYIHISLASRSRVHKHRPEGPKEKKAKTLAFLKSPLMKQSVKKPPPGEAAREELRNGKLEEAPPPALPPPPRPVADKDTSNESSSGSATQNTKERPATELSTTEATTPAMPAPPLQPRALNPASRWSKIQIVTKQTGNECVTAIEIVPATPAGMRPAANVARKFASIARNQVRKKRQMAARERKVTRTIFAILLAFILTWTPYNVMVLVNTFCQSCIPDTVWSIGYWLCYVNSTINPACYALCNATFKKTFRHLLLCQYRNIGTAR
CHRM4 agonist: CHRM4 agonism in calcium assay | P08173 | CHO-K1 hM4/Gqi5, Fluo-8 calcium fluorescence; vehicle 0%, full acetylcholine response 100% | activation, % at 3 µM | 360,000 compounds, 0.14% hits | AID 624127;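 active = activation above the run mean over all test wells plus 3 SD, cut at about 32% in these data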;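 also: peak over basal fluorescence ratio per well then scaled between controls; 0% = DMSO wells and 100% = acetylcholine at EC100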
CHRM5 agonist: agonists of human muscarinic M5 receptor (CHRM5); CHO-K1 hM5 cells, Fluo-8 calcium fluorescence; 0% DMSO wells, 100% maximal acetylcholine response; P08912; activation, % at 3 µM; AID 624037; 360,000 compounds, 0.19% hits;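 active = activation above the run's mean over test compounds plus 3 SD, cut at about 23% in these data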;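 also: signal is peak over basal fluorescence ratio across the kinetic read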
M4 PAM: CHRM4 positive allosteric modulation; P08173; CHO-K1 hM4/Gqi5, Fluo-8 calcium fluorescence, ACh EC20; 0% = ACh EC20, 100% = maximal ACh; activation, % at 3 µM; 360,000 compounds, 0.4% hits;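 active = activation above its plate's cutoff, the mean activation of sample wells plus 3 SD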; also: some results filed as inactive read as strong as hits
CHRM5 PAM: positive allosteric modulators of human muscarinic M5 receptor; P08912; 360,000 compounds, 0.3% hits; AID 624038; activation, % at 3 µM; CHO-K1 hM5, Fluo-8 calcium, ACh EC20 PAM; 0% = ACh EC20, 100% = ACh EC100;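 active = activation above the run cutoff, the mean activation of all test compounds plus 3 SD, cut at about 18% in these data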
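system = human M5 receptor in CHO-K1 cells | compound = one concentration, 3 µM final (nominal) | schedule = Post-acetylcholine fluorescence recording 140 s | signal = Fluo-8 calcium dye fluorescence, kinetic read | benchmarks = low control EC20 acetylcholine (0%), high control EC100 acetylcholine (100%) | repeats = singlicate, one well per test compound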
M1 PAM parental: counter-screen for M1 PAMs: effect in parental CHO-K1 cells; AID 602247; 360,000 compounds, 0.02% hits; ATP EC20, Fluo-8 calcium fluorescence; 0% at ATP EC20, 100% at ATP max; activation, % at 3 µM;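 active = activation above the run cutoff, the mean activation of all test compounds plus 3 SD, cut at about 40% in these data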;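 also: peak over basal fluorescence ratio in a 140 s read after ATP addition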
* hit, by the source's call; . = not tested or not shown.

SMILES | M5 antag | M1 ag parental | CHO-K1 Ca antag | CHRM4 antagonist | CHRM4 agonist | CHRM5 agonist | M4 PAM | CHRM5 PAM | M1 PAM parental
CCOCCn1c(CN2CCN(CC)CC2)nc2c1c(=O)n(C)c(=O)n2C | -3 | 0.5 | -7 | -31 | 1 | -3 | 2 | 3 | 10
CC(C)C(=O)N1CCCC1(C)C(=O)Nc1ccc(-n2cncn2)cc1 (configuration not stated) | 1 | 0.0 | 2 | -9 | 0 | 1 | 11 | 0 | -5
Cc1nc(SCc2nc3ccccc3[nH]2)c2oc3cc([N+](=O)[O-])ccc3c2n1 | 3 | 0.3 | -14 | -1 | 2 | 3 | 3 | 3 | 13
Cc1onc(-c2ccccc2Cl)c1C(=O)Oc1cc(N)n(S(=O)(=O)c2ccc(F)cc2)n1 | -1 | 0.9 | -2 | 0 | 2 | -2 | -2 | -8 | 14
CC1CCCN(CCOCCOc2ccccc2-c2ccccc2)C1 (configuration not stated) | 0 | 4.5 | -7 | -13 | 7 | -7 | -10 | -7 | 26
Cc1nc(Cl)c(C(=O)NC(C)(C)C)c(C)c1Cl | 4 | 0.2 | -12 | -1 | 0 | -3 | -1 | -4 | -4
CC(C)(C)c1ccc(NC(=O)C2=CN3CCS(=O)(=O)N=C3C=C2)cc1 | -1 | 0.6 | -7 | -3 | 1 | -9 | 3 | 0 | 8
Cc1cnc(CNC(=O)c2csc([C@H]3C[C@H](O)[C@@H](CO)O3)n2)cn1 | 1 | 0.4 | -6 | -1 | 1 | 1 | -1 | 3 | -9
O=C(CCCN1C(=O)c2cccnc2C1=O)Nc1ccccc1F | 4 | 0.7 | -11 | 1 | 1 | -2 | -1 | 7 | 13
Cc1ccc(S(=O)(=O)N(C)CCN(C)S(=O)(=O)c2ccc(C)cc2)cc1 | 13 | -0.1 | 10 | -2 | 2 | 4 | 1 | -1 | -21
CC(=O)Nc1ccc(S(=O)(=O)Nc2cccc(C(=O)NC(C)(C)C)c2)cc1 | 1 | 2.7 | 0 | -3 | 0 | -1 | 4 | 0 | 15
S=c1nc(-c2cc(Cl)cc(Cl)c2)[nH][nH]1 | 2 | 1.2 | -9 | -2 | 0 | 1 | 0 | 2 | 18
CCOC(=O)C1CCN(Cc2nnnn2CCc2ccccc2)CC1 | -3 | 0.1 | -7 | -6 | 1 | 1 | 2 | -2 | 11
CCCNC(=O)C1(C)CCCN(C(=O)c2ccc3ccccc3c2)C1 (configuration not stated) | -11 | 0.3 | -11 | -19 | 3 | -1 | 1 | 0 | 2
COc1ccc(C2CC(=O)c3cc(OC)ccc3O2)cc1 (configuration not stated) | 11 | 0.4 | -12 | -5 | 1 | 1 | 4 | -1 | 14
O=C(O)C1CC=CCC1C(=O)N1CCN(c2nc(-c3ccccc3)c3ccccc3n2)CC1 (configuration not stated) | 6 | 0.9 | 4 | 1 | 4 | -11 | -5 | -10 | 5
CC(C)(C)OC(=O)[C@H](Cc1ccccc1)NC(=O)c1nc[nH]c1C(=O)N1CCN(c2ccccc2)CC1 | -3 | 2.0 | -3 | -3 | 6 | -6 | -1 | -4 | -6
COc1cc(OC)c(C2=NOC(C(=O)NCc3cccnc3)C2)cc1Cl (configuration not stated) | 8 | 1.9 | -12 | 2 | 0 | -2 | -1 | 0 | 14
O=C1CCCN1CCCNc1ncnc2c1[nH]c1ccc(Cl)cc12 | -3 | 0.3 | 1 | -12 | 3 | -3 | 5 | -8 | -3
COc1ccc(C(C[N+](=O)[O-])c2c(-c3ccccc3)cc3ccccn23)cc1 (configuration not stated) | 6 | 0.3 | 2 | 1 | 1 | 0 | -3 | -3 | 9
O=C(CSc1nnc(-c2ccncc2)n1C1CC1)c1cccs1 | -2 | 0.3 | 0 | 0 | 1 | 1 | -5 | -3 | -5
CCOc1ccc(CCNC(=O)CS(=O)(=O)Cc2nc(-c3cccc(OC)c3)oc2C)cc1 | -10 | 2.0 | -7 | 8 | 0 | 0 | -4 | 10 | 19
O=C(Cn1c(=O)cnc2ccccc21)N1CCN(S(=O)(=O)c2ccccc2Br)CC1 | 4 | 1.0 | 1 | -17 | 5 | 0 | 16 | -7 | -18
Cc1cc(C)cc(N2C(=O)CSC2c2cccs2)c1 (configuration not stated) | 1 | 0.6 | -2 | 4 | 2 | -8 | -2 | -10 | 6
O=C(COC(=O)c1cc([N+](=O)[O-])ccc1N1CCOCC1)Nc1cccc(F)c1 | 4 | 2.0 | 7 | -2 | 10 | 0 | 14 | -8 | -18
Cn1c(SCC(=O)Nc2ccccc2C(F)(F)F)nc2c(c1=O)SCC2 | 11 | 6.8 | 10 | 3 | 8 | 6 | -3 | -4 | -3
COc1ccc(N=N/C(=C\O)C(=O)c2ccco2)cc1 | 7 | -0.5 | 4 | 3 | 1 | 2 | 8 | 7 | -11
CN(c1c(C#N)c(C(F)(F)F)nn1C)N(S(C)(=O)=O)S(C)(=O)=O | -7 | -0.6 | 7 | 0 | 2 | 2 | 17 | 0 | 10
O=C(c1ccccc1)N(CCCn1ccnc1)C(c1ccccc1)c1nc2ccccc2[nH]1 (configuration not stated) | 1 | 0.2 | -21 | 5 | 0 | -6 | -2 | -8 | 4
CCN1/C(=C/C(=O)c2ccco2)Sc2ccccc21 | 0 | 0.1 | 1 | 1 | 1 | -5 | -1 | -4 | 10
COCC(C)NC(C(=O)Nc1cccc(C(C)=O)c1)c1ccccc1 (configuration not stated) | -2 | 2.3 | 5 | 0 | 2 | 2 | -2 | 4 | -9
O=C(Cn1cnc2ccccc2c1=O)c1ccc2c(c1)OCCO2 | 9 | 2.6 | 8 | 2 | 6 | 0 | 2 | -12 | 8
Cc1ccc2[nH]c(=O)c(CN(C)C(=O)c3ccccn3)cc2c1 | -2 | 0.3 | -10 | -7 | 1 | -1 | 6 | 1 | 14
CN(Cc1c(C(=O)N(C)Cc2ccccc2)nc2ccccn12)CC1Cc2ccccc2O1 (configuration not stated) | 8 | 4.3 | 5 | -13 | 15 | -6 | -17 | -13 | 14
C=C(c1ccccc1O)n1ccnc1 | 1 | 1.5 | -8 | 0 | 1 | -3 | -4 | 3 | 18
CC(CN1CCN(C)CC1)OC(=O)c1ccccc1 (configuration not stated) | 1 | 0.5 | -8 | -5 | 0 | -8 | 2 | -3 | 21
O=C(Nc1ccccc1N1CCOCC1)c1ccc(N2CCCC2=O)cc1 | 6 | 1.1 | 7 | 10 | 3 | 2 | -1 | 0 | -5
c1nc(C2CCCCC2)cc2cc3c(cc12)OCO3 | -3 | 0.2 | -11 | -11 | 0 | 0 | 3 | 6 | 19
O=C(c1ccco1)N1CCN=C1SCc1c(F)cccc1Cl | -2 | 1.3 | 16 | 2 | 0 | 2 | -2 | 9 | 7
Cc1ccc(C)c(N2CCN(C3C(=O)Nc4ccccc4-n4nnnc43)CC2)c1 (configuration not stated) | -2 | . | . | -7 | 8 | 9 | 5 | -1 | .
CC(C)(C)c1ccc(C(=O)N2CCC3(CC2)NCCc2[nH]cnc23)cc1 | -1 | 0.2 | -8 | -4 | 1 | -3 | 4 | -2 | 16
CN1CCC(OC(=O)c2cc3cc(Br)ccc3oc2=O)CC1 | 0 | 0.6 | -5 | 0 | 1 | -18 | -2 | -2 | -8
O=S1(=O)C[C@@H](N2CCOCC2)[C@H](N2CCOCC2)C1 | 8 | 0.3 | -9 | -5 | 0 | -1 | -2 | 1 | 21
Fc1ccc(CO/N=C2\CCCc3nonc32)cc1 | 9 | -0.3 | -10 | 1 | 0 | -9 | -2 | 14 | 21
O=C(CSc1nccc(-c2cccs2)n1)Nc1ccc(Cl)cc1 | 1 | 2.5 | -4 | -8 | 1 | -1 | -6 | 2 | 15

Fetched by compound from the list above:
SMILES | M5 antag | M1 ag parental | CHO-K1 Ca antag | CHRM4 antagonist | CHRM4 agonist | CHRM5 agonist | M4 PAM | CHRM5 PAM | M1 PAM parental
O=S1(=O)C[C@@H](N2CCOCC2)[C@H](N2CCOCC2)C1 | 8 | 0.3 | -9 | -5 | 0 | -1 | -2 | 1 | 21
CC(CN1CCN(C)CC1)OC(=O)c1ccccc1 (configuration not stated) | 1 | 0.5 | -8 | -5 | 0 | -8 | 2 | -3 | 21

(listing goes on)
SMILES | M5 antag | M1 ag parental | CHO-K1 Ca antag | CHRM4 antagonist | CHRM4 agonist | CHRM5 agonist | M4 PAM | CHRM5 PAM | M1 PAM parental
C(=N\N1CCN(Cc2cccc3ccccc23)CC1)/c1cccs1 | 5 | 0.6 | -11 | -19 | 0 | 2 | 1 | 6 | 21
CCCCN1C(=O)C(O)=C(C(C)=O)C1c1ccc(OC)cc1OC (configuration not stated) | 0 | 1.0 | -11 | 7 | 1 | -1 | 18 | 3 | 18
CCCN(Cc1ccccc1)C(=S)Nc1ccc(SC(F)F)cc1 | 14 | 0.8 | -5 | 3 | 4 | -7 | -20 | -19 | -7
C=CCn1c(SCc2csc(C)n2)nc2scc(-c3ccc(C)o3)c2c1=O | 9 | 0.9 | -11 | 21 | 3 | 3 | -7 | -4 | 14
C=CCNC(=O)C1CCC(C(=O)NCC=C)CC1 (configuration not stated) | -2 | 0.1 | 3 | -2 | 1 | 0 | 18 | 10 | -7
C=CCOC(=O)C1=C(C)Nc2nnnn2C1c1ccc(OC)cc1OC (configuration not stated) | 3 | -0.1 | 5 | -6 | 0 | -4 | 8 | 2 | -5
CCN(CC)CCCN1C(=O)C(=O)/C(=C(/O)c2ccc(C)cc2)C1c1ccccn1 (configuration not stated) | -4 | 0.8 | -3 | -9 | 0 | -8 | 3 | 15 | 21
O=C(c1ccco1)N1CCN(Cc2nnnn2C2CCCCC2)CC1 | 0 | 0.6 | -9 | -8 | 0 | -2 | 2 | -2 | 12
COc1ccc(C(C(=O)NC2CCCC2)N(C(=O)c2csnn2)C2CC2)cc1 (configuration not stated) | 6 | 0.8 | -6 | -6 | 4 | -2 | 8 | 0 | 4
COc1ccccc1CNC(=O)c1cc(C)nn1-c1ccccc1 | 7 | 0.3 | -15 | -14 | 2 | -5 | 1 | -3 | 11
NC(=O)CC(NC(=O)c1ccc(Br)cc1)c1ccc(NCc2ccc(F)cc2)c([N+](=O)[O-])c1 (configuration not stated) | 5 | 0.1 | -8 | 2 | 1 | 4 | -2 | -2 | -8
C[C@@H]1CN([C@H](C)CO)S(=O)(=O)c2ccc(Br)cc2O[C@@H]1CN(C)C(=O)Nc1ccc(C(F)(F)F)cc1 | 15 | 0.8 | 7 | -6 | 6 | -1 | 1 | -1 | -1
O=C1CC(c2ccccc2)Oc2cc(O)cc(O)c21 (configuration not stated) | 2 | 1.1 | -5 | -9 | 1 | 3 | 3 | -3 | 22
Oc1ccc(/C=N/n2c(-c3ccccc3)n[nH]c2=S)cc1 | 2 | 0.8 | -5 | 4 | 2 | -4 | -1 | -2 | 3
Cc1ccc2c(c1)C1C[N+](C)(CC(=O)Nc3ccccc3Cl)CCC1N2C(=O)c1ccccc1Cl (configuration not stated) | 11 | 1.9 | -8 | 4 | 1 | -11 | 1 | -14 | 19

Some values from the list.
M5 antag result of `C(=N\N1CCN(Cc2cccc3ccccc23)CC1)/c1cccs1` reads 5
CHRM5 agonist result of `C=CCOC(=O)C1=C(C)Nc2nnnn2C1c1ccc(OC)cc1OC` (configuration not stated) reads -4
M4 PAM result of `CCCCN1C(=O)C(O)=C(C(C)=O)C1c1ccc(OC)cc1OC` (configuration not stated) reads 18
CHRM4 agonist result of `COc1ccccc1CNC(=O)c1cc(C)nn1-c1ccccc1` reads 2

Compounds as they come. Share with any hit: about 2.7%.
